APJ antag: APJ receptor antagonism | 330,000 tested, 0.32% active | CHO-K1 APJ beta-arrestin complementation, luminescence | P35414 | inhibition, % at 20 µM;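 active = inhibition above about 40% at 20 µM, limit read from the data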;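 note: cells challenged with 10 nM apelin-13 agonist together with compound; plate controls were apelin-13 plus DMSO wells for no effect and DMSO wells lacking apelin-13 for full effect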
UPR XBP1 act: adaptive UPR (XBP1) activation; CHO-XBP1 luciferase reporter, IRE1-XBP1 UPR activation, luminescence; percent of tunicamycin response, DMSO as zero; 330,000 tested, 0.33% active; AID 463104; activation, % at 20 µM;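 active = versus positive control, 20 µM dose yields 30% or more activation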;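 note: 100% = tunicamycin at 10 µg/mL and 0% = DMSO only wells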
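Material: CHO cell line with stable XBP1 luciferase reporter; buffer or medium: F12 medium containing 10% fetal bovine serum; compound: single point, 20 µM final compound, 1% DMSO; incubation: 6 h treatment, 37 °C; measured by: glow luminescence from Steady-Glo reagent; evaluation: activation, % of tunicamycin; control set: tunicamycin high, DMSO low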
Mdm2 MdmX PPI: disrupts the human Mdm2-MdmX interaction; SaOS-2 split-luciferase Mdm2/MdmX complementation, luminescence; inhibition, % at 8 µM; O15151+Q00987; 330,000 tested, 3% active;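 active = inhibition of at least 50% at 8 µM in the primary screen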
Target sequence (O15151 whole entry, looked up): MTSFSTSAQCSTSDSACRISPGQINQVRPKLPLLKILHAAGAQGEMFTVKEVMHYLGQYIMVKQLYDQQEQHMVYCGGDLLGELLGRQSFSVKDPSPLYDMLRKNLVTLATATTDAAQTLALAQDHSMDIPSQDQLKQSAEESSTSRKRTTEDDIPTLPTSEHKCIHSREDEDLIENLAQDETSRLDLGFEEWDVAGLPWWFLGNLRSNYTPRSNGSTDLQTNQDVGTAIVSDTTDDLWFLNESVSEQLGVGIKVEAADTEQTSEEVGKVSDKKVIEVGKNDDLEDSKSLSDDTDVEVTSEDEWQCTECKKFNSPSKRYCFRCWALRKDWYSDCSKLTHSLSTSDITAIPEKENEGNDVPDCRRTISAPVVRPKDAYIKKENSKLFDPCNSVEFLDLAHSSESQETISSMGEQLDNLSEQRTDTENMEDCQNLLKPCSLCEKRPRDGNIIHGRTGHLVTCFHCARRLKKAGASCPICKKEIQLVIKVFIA
Target sequence (Q00987 whole entry, looked up): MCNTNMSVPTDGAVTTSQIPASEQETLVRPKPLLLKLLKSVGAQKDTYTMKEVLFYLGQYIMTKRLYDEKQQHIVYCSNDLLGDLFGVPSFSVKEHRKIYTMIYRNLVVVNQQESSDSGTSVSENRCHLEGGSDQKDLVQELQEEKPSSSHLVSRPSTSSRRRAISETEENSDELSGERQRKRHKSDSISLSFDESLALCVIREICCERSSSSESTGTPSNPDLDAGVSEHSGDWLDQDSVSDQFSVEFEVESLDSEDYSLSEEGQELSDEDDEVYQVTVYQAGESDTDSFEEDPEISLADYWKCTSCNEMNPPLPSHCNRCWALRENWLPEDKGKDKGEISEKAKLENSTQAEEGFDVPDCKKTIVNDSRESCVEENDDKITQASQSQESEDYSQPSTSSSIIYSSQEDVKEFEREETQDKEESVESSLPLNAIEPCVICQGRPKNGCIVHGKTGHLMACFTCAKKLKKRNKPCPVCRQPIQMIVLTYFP
tim23-1 inh: inhibits growth of tim23-1 mutant yeast. S. cerevisiae tim23-1 growth, BacTiter-Glo luminescence, 24 h. inhibition, % at 20 µM. 330,000 tested, 1.3% active. AID 463212;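 active = growth inhibition of the mutant yeast at or above 50%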;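 note: temperature-sensitive mutant grown at 25 °C; plate controls were DMSO-treated mutant yeast for no effect and medium wells lacking yeast for full effect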
Jurkat NFkB inh: inhibitors of the PMA/ionomycin-induced NF-kB reporter in Jurkat cells | PMA/ionomycin-induced NF-kB luciferase reporter, luminescence | inhibition, % at 4 µM | AID 435003 | 330,000 tested, 0.53% active; in the data active = inhibition above about 50%
697 NFkB inh: lowers PMA/ionomycin-induced NF-kB signal in 697 B cells; 697 B-cell NF-kB luciferase reporter, 16 h; inhibition, % at 4 µM; 330,000 tested, 0.33% active; in the data active = inhibition above about 35%
APJ agonist: APJ receptor agonism; P35414; CHO-K1 APJ PathHunter beta-arrestin, luminescence; 0% DMSO wells, 100% apelin; activation, % at 20 µM; 330,000 tested, 0.11% active;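 active = activation more than six SD over the plate average, tested at 20 µM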;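 note: 0% = DMSO alone and 100% = apelin-13 at 10 nM; some results filed as inactive read as strong as hits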
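Test system: CHO-K1 APJ beta-arrestin complementation cell line | Compound: Single test compound dose, 20 µM final, 1% DMSO | Incubation: Compound 90 min 25 °C, reagent 1 h | Measured by: beta-gal luminescence | Read-out basis: APJ–arrestin association signal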
UPR CHOP act: apoptotic UPR (CHOP) activation; 330,000 tested, 0.34% active; activation, % at 10 µM; CHO-CHOP luciferase reporter, luminescence; percent of tunicamycin response over DMSO baseline;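 active = at 10 µM dose, activation of 40% or more, normalized to positive control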;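 note: 100% = tunicamycin at 10 µg/mL and 0% = DMSO alone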
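Material: CHO-CHOP cells, stable luciferase reporter of PERK-eIF2a-CHOP signalling; quantity: 500 reporter cells seeded per well; buffer or medium: F12 medium containing 10% fetal bovine serum; compound: one dose, 10 µM in 0.5% DMSO; incubation: 6 h compound treatment, 37 °C; measured by: Steady-Glo luciferase luminescence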
An asterisk follows results filed as active.

SMILES	APJ antag	UPR XBP1 act	Mdm2 MdmX PPI	tim23-1 inh	Jurkat NFkB inh	697 NFkB inh	APJ agonist	UPR CHOP act
C=CC[C@@H](CC(=O)N(CCO)Cc1ccccc1)C(=O)N[C@H](COC(=O)[C@@H](CC=C)Cc1ccc(F)cc1)C(C)(C)C	6	2	40	23	-16	9	-2	1.5
CCCCN(CCCC)CCNC(=O)CN1C(=O)CSc2ccc(S(=O)(=O)N3CCOCC3)cc21	2	0	11	5	-9	-3	-4	2.0
O=C(OC(C(=O)NCc1ccc2c(c1)OCO2)c1ccccc1F)c1ccco1 (configuration not stated)	2	1	-4	18	-8	-4	-1	-0.9
CCCN1C2CCCC1CC(NC(=S)Nc1cc(C)ccc1C)C2 (configuration not stated)	10	-2	-4	3	-17	-19	-6	1.2
CC(C)[C@H](NC(=O)N1c2ccccc2NC(=O)[C@@H]1C(C)C)C(=O)N1CCC[C@H]1C(=O)O	-30	-3	10	-10	-5	14	-2	1.1
CCO[C@@H]1OC(C(=O)N2CCN(Cc3ccccc3)CC2)=C[C@H](c2ccc(Br)cc2)[C@H]1CCCO	7	-1	-13	26	6	-13	-7	0.7
CC1CCN(c2c(NCc3ccc(C(=O)NCc4cccnc4)cc3)c(=O)c2=O)CC1	2	-3	10	-12	6	14	-3	1.6
Cc1nc2ccccc2c(=O)n1C1CCCCCC1	5	-2	10	25	-12	6	-4	0.5
Cc1ccc(S(=O)(=O)N2CCOCC2)cc1NC(=O)CSc1nccn1C	12	0	-27	-1	-18	4	-2	-0.1
Cc1cc(C=C2C(=O)c3ccccc3C2=O)c(C)n1C	9	1	-30	12	9	31	-1	3.0
CN(CC(=O)Nc1ccccc1Cl)C(=O)CSc1nnc(-c2ccco2)n1C	10	-2	1	-1	-3	16	-2	-3.0
CN(C)c1ccc(-c2cc(O)c3ncccc3c2)cc1	10	6	92*	5	0	-40	-2	25
C(=N\Nc1ccc(-n2ccnc2)nn1)/c1ccccc1	-20	2	-10	-10	-15	-23	-1	3.0
COCCCNC(=O)C1CC(=O)N(Cc2ccc(OC)cc2)C1 (configuration not stated)	2	-1	21	-12	-11	-2	-2	-1.5
CC(=O)c1ccc(NC(=O)CSc2n[nH]c(-c3cccnc3)n2)cc1	1	1	-6	-1	-3	16	1	2.5
Cc1cccc(/C(N)=N/OC(=O)c2cccs2)c1	-53	0	-112	81*	-117	-141	21	4.7
O=C(CSCc1c(F)cccc1F)Nc1ccccc1	8	-4	0	17	-43	16	-3	2.4
C/C(=N\N=C(/N)SC1CC(=O)N(c2ccc(Br)cc2)C1=O)c1cccs1 (configuration not stated)	-1	5	-25	42	8	-3	1	-0.5
Cc1ccc(-n2nc(C(=O)N3CCOCC3)cc2-c2ccc(Cl)cc2)cc1	4	-7	2	41	0	9	-2	0.7
COC(=O)c1sc2ccccc2c1NC(=O)c1coc2ccccc2c1=O	-27	10	31	14	0	17	-1	0.7
COc1ccc(N(CC(=O)N/N=C(\C)c2ccccc2)S(=O)(=O)c2ccccc2)cc1	-2	19	-1	-3	-1	-16	0	-0.2
CN1CCN(c2nc3c(c(=O)[nH]c(=O)n3C)n2CCCSc2ncccn2)CC1	-2	2	-2	2	-3	14	-3	-1.0
O=C(CCCn1c(=O)oc2ccccc21)NC1CCCCCC1	-2	1	-22	12	3	-10	0	0.4
Cc1cccc(N=C2NN=C(c3ccccc3F)CS2)c1C	3	-1	-62	23	-17	-19	0	2.7
Cc1cc(C)nc(NS(=O)(=O)c2ccc(CC(C)C)cc2)c1	-3	-1	-37	20	12	-20	-1	-1.5
O=C(NCC1CCCO1)c1ccc2c(c1)C(=O)N(c1cccc([N+](=O)[O-])c1)C2=O (configuration not stated)	16	-2	16	9	3	-12	-1	1.7
NS(=O)(=O)c1cccc(Nc2nc3ccccc3nc2NS(=O)(=O)c2ccc(Cl)cc2)c1	-3	1	-18	6	-5	2	-5	1.2
CCOc1ccc(Cl)cc1/C=N/NC(=O)c1ccccc1	6	3	-18	-5	12	-18	2	-0.1
C/C(=N\NC(=O)c1ccncc1)c1cccs1	1	-2	-11	5	-14	-4	-3	0.5
Cc1cc(C(=O)CSc2nnc(-c3cccs3)o2)c(C)n1-c1ccccc1	16	-5	30	28	16	-6	1	-7.8

As a short view, some entries already given.
SMILES	APJ antag	UPR XBP1 act	Mdm2 MdmX PPI	tim23-1 inh	Jurkat NFkB inh	697 NFkB inh	APJ agonist	UPR CHOP act
Cc1cccc(N=C2NN=C(c3ccccc3F)CS2)c1C	3	-1	-62	23	-17	-19	0	2.7
Cc1cc(C)nc(NS(=O)(=O)c2ccc(CC(C)C)cc2)c1	-3	-1	-37	20	12	-20	-1	-1.5
O=C(NCC1CCCO1)c1ccc2c(c1)C(=O)N(c1cccc([N+](=O)[O-])c1)C2=O (configuration not stated)	16	-2	16	9	3	-12	-1	1.7
NS(=O)(=O)c1cccc(Nc2nc3ccccc3nc2NS(=O)(=O)c2ccc(Cl)cc2)c1	-3	1	-18	6	-5	2	-5	1.2
CCOc1ccc(Cl)cc1/C=N/NC(=O)c1ccccc1	6	3	-18	-5	12	-18	2	-0.1
C/C(=N\NC(=O)c1ccncc1)c1cccs1	1	-2	-11	5	-14	-4	-3	0.5
Cc1cc(C(=O)CSc2nnc(-c3cccs3)o2)c(C)n1-c1ccccc1	16	-5	30	28	16	-6	1	-7.8

More compounds.
SMILES	APJ antag	UPR XBP1 act	Mdm2 MdmX PPI	tim23-1 inh	Jurkat NFkB inh	697 NFkB inh	APJ agonist	UPR CHOP act
N#Cc1c(NC(=O)CCCl)sc2c1CCCCC2	17	-1	42	1	-1	7	-1	3.8
Nc1c2c(nc3ccn(Cc4ccccc4)c(=O)c13)CCC2	10	4	5	-4	-7	-18	-7	0.0
COCCn1c(=O)[nH]c2cc(C(=O)NCCN3CCN(c4ccccc4F)CC3)ccc2c1=O	7	0	2	1	9	14	3	1.0
Cc1ccc(NC(=S)N(Cc2ccco2)C(C)c2cccs2)c(Cl)c1 (configuration not stated)	-1	-3	-27	26	13	-33	-2	0.1
CCOc1ccc(N(CC(=O)NCc2cccs2)S(=O)(=O)c2c(C)noc2C)cc1	-6	-2	23	12	-2	-11	-5	0.0
CCN(CC)C(=O)Oc1ccc2ccccc2c1Br	-10	1	45	23	-58	-302	1	2.9
Cc1ccc(/C=N/n2c(COc3ccccc3)n[nH]c2=S)cc1	12	0	-8	53*	-1	-13	-5	-0.4
CSc1cccc(NC(=S)N(CCC(C)C)C(C)c2ccncc2)c1 (configuration not stated)	3	-5	27	21	9	9	-2	0.4
Cc1ccccc1C(=O)NNc1ncnc2c1cnn2C	7	-3	20	-6	4	17	-1	0.6
O=C(OC1CCCCC1=O)c1ccc(F)c(S(=O)(=O)N2CCOCC2)c1 (configuration not stated)	16	1	12	12	15	1	-3	1.1
Cc1ccc(C)c(N2CCN(S(=O)(=O)c3c(C)noc3C)CC2)c1	-1	-3	8	21	7	7	7	-2.3
O=C(CNCc1ccco1)Nc1cc(S(=O)(=O)N2CCOCC2)ccc1N1CCCC1	12	-2	16	6	-7	11	-4	-1.5
O=C(O)C1C2CCCCC2=C2CCCCC2C1C(=O)c1ccccc1 (configuration not stated)	-1	-2	19	36	-14	26	-5	0.5
CC(C)c1ccc(C2CC(=O)N3CN(Cc4ccco4)CSC3=C2C#N)cc1 (configuration not stated)	-1	-1	1	13	-2	2	-2	3.8
CN(C)S(=O)(=O)N1CCc2ccccc2C1	11	-1	7	-2	-7	-14	-3	-1.7
CO[C@H]1O[C@H](C)[C@@H](O)C[C@H]1NC(=O)OCc1ccccc1	-3	-4	11	-2	1	-6	0	-1.0
COc1ccc(C2C(C(=O)NCCN3CCOCC3)c3ccccc3C(=O)N2C2CCCCC2)cc1 (configuration not stated)	13	-3	-15	18	0	2	1	-2.2
COc1ccc(C(=O)NNC(=O)CN(C)S(=O)(=O)c2ccc(Cl)cc2)c(OC)c1OC	10	1	13	10	18	3	8	3.2
Cn1cnc2c1c(=O)n(CC(O)CO)c(=O)n2C (configuration not stated)	3	-1	-3	-8	-9	3	1	-0.3
O=C(/C=C/c1ccccc1)N1CCN(CC(O)COc2ccccc2)CC1 (configuration not stated)	3	1	-6	10	-6	2	-5	-3.5
O=C(C(Cc1ccccc1)NS(=O)(=O)c1cccc2cccnc12)N1CCc2ccccc21 (configuration not stated)	-1	0	3	17	8	9	-4	0.4
OCC[C@H]1C[C@H](O)[C@@H](O)[C@]2(Cc3ccccc3O2)O1	10	-1	-21	9	-25	-42	14	-1.7
CCN(CC(=O)Nc1cc(Cl)ccc1C)C(=O)c1ccc(=O)n(Cc2ccccc2)n1	20	-11	15	13	2	3	-9	0.5
COc1ccc(/C=C2/N=C3CCCCCN3C2=O)cc1OC	4	3	6	17	-17	2	-2	-1.1
Cc1cccc(N2CCN(c3ccc(NC(=O)/C=C\C(=O)O)cc3)CC2)c1	6	0	-9	-11	3	19	-4	-0.2
COc1ccc(NC(=O)COC(=O)c2ccc(OCc3ccccc3Cl)c(OC)c2)c(OC)c1	11	-1	61*	-3	12	-7	-1	3.1
CC(C)CCOP(=O)(c1ccc(N(C)C)cc1)C(O)c1ccccc1F (configuration not stated)	-2	-2	-1	29	-2	10	-4	12
COc1cc(C2C3=C(CC(C)(C)CC3=O)N(C)C3=C2C(=O)CC(C)(C)C3)cc(Br)c1O	-6	-3	3	18	-32	-39	2	3.3
CCOC(=O)CNC(=O)CCc1nnc2ccc(N3CCC(C)CC3)nn12	25	-4	2	-2	9	12	1	2.8
COc1cccc(C2NC(=O)CCC2[N+](=O)[O-])c1 (configuration not stated)	22	-3	0	6	3	-2	-5	0.4
CCCC(=O)Nc1nc(-c2ccc(Cl)s2)cs1	-12	2	2	29	-19	-27	-1	3.5
CS(=O)(=O)c1ccc2nc(NC(=O)c3ccc(N4C(=O)CCC4=O)cc3)sc2c1	-6	0	5	-4	2	11	-2	0.3
COc1ccc(C2C(C(=O)c3ccc(C)o3)=C(O)C(=O)N2Cc2cccnc2)cc1 (configuration not stated)	3	-1	4	-6	-6	2	1	-0.1
CN1CCN(C(=O)c2ccc3c(c2)N(Cc2ccc(Cl)cc2)C(=O)c2ccccc2S3=O)CC1 (configuration not stated)	-58	-1	-1	-3	1	18	-4	0.4
Cc1c(OC(C)C(=O)NCc2cccnc2)ccc2c3c(c(=O)oc12)CCCC3 (configuration not stated)	5	-3	4	10	0	23	2	-1.4
Nc1nonc1-n1nnc(C(=O)N/N=C/c2ccc(OCc3cccc(Cl)c3)cc2)c1CN1CCCCC1	0	-2	-10	5	-57	-16	-2	11
COc1cc(CC(=O)OCC(=O)c2ccc3c(c2)OCCO3)cc(OC)c1OC	7	23	66*	7	61*	1	0	-0.2
Cc1cc(C(F)F)n2ncc(C(=O)O)c2n1	2	-5	1	-10	-1	9	3	-2.3
COC(=O)C(C(=O)OC)N1C(=O)CCC1=O	-2	-3	5	2	2	0	-2	-2.6
CCOC(=O)c1c(NC(=O)COC(=O)c2ccc([N+](=O)[O-])cc2)sc(C(=O)N(C)C)c1C	-51	1	24	24	11	21	16	-0.4
COc1ccc(N2CCN(C(=O)CC(C)S(=O)(=O)c3ccc4c(c3)NC(=O)CO4)CC2)cc1 (configuration not stated)	-9	-5	32	5	-6	-8	9	-2.7
S=C(Nc1ccccc1)Nc1cccc(Br)c1	-11	2	-18	28	-11	-16	-5	0.1
Cc1nc(SCC(=O)NCc2ccccc2)c2oc3ccccc3c2n1	10	1	-16	29	-3	3	-3	0.6

This is a random part of the collection; overall some 5% were active at least once.
